# NR5A2 inv ag: inverse agonists of human LRH-1 (NR5A2); inhibition, % at 3.6 µM; AID 602396; HEK293T StAR-luciferase reporter, LRH-1 transfected, 24 h; O00482; 360,000 tested, 0.13% active;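 active = inhibition above the mean inhibition of all tested compounds plus 3 SD, cut at about 73% in these data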;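 note: 0% = DMSO wells and 100% = reporter-only cells lacking LRH-1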
# Target sequence (O00482 whole entry, looked up): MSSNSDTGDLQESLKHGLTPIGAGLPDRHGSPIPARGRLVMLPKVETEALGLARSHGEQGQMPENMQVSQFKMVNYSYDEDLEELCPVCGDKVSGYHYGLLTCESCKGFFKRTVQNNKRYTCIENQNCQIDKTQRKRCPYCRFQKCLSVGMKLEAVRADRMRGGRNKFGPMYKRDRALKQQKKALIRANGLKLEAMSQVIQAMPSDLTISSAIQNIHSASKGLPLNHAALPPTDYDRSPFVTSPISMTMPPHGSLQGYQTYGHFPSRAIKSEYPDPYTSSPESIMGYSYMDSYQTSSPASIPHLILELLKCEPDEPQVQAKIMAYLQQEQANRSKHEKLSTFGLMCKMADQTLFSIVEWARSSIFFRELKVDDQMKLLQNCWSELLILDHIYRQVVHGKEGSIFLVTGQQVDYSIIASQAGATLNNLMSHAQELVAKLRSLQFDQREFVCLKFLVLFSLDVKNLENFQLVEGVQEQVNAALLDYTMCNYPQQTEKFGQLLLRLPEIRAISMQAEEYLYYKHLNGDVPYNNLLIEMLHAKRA
# NOD2-RIPK2 inh: NOD2-RIPK2 protein interaction inhibition; inhibition, % at 4.98 µM; CHO BLA complementation NOD2-RIPK2, CCF4 ratio; 360,000 tested, 0.38% active; O43353; in the data active = inhibition above about 21%;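 note: 0% = vehicle only and 100% = reference blocker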
# NCOA1 inh: human NCOA1 inhibition. AID 588354. 360,000 tested, 0.12% active. Q15788. HEK293 GAL4-SRC1 luciferase reporter, luminescence. inhibition, % at 3.6 µM;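 active = inhibition above the campaign mean plus 3 SD, with each screening campaign given its own cutoff, cut at about 60% in these data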;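 note: 0% = DMSO treated cells and 100% = gossypol at 36 µM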
# ABHD5 PLIN5 PPI: inhibitors of human ABHD5-perilipin-5 interaction; 360,000 tested, 0.78% active; Split G. princeps luciferase complementation, luminescence, 4 h; Q00G26+Q8WTS1; inhibition, % at 4 µM;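 active = inhibition above the mean inhibition across every tested compound plus 3 SD, cut at about 22% in these data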;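 note: 0% = DMSO only wells and the 100% control is not disclosed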
# SRC2 inh: inhibits human steroid receptor coactivator 2; HEK293 GAL4-SRC2 luciferase reporter, luminescence; inhibition, % at 9 µM; 370,000 tested, 0.17% active;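 active = inhibition above the mean inhibition of all tested compounds plus 3 SD, set per campaign, cut at about 52% in these data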;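 note: 0% = DMSO treated cells and 100% = cells given Gossypol at 36 µM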
# LMP1 NFkB inh: reduces LMP1-driven NF-kappaB luciferase signal; LMP1-induced NF-kappaB luciferase reporter cells, luminescence; inhibition, % at 12.5 µM; 350,000 tested, 0.69% active; AID 504558; in the data active = inhibition above about 41%;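 note: 0% = neutral control wells and 100% = reference inhibitor control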
# COUP-TFII inh: inhibitors of human COUP-TFII (NR2F2); inhibition, % at 8.6 µM; P24468; 370,000 tested, 0.7% active; HEK293T NGFI-A luciferase reporter, luminescence;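 active = inhibition above a per-plate cutoff, mean inhibition of test wells between control levels plus 3 SD, cut at about 38% in these data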;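 note: cells cotransfected with COUP-TFII expression vector driving the NGFI-A reporter; 0% = median of COUP-TF2 test wells and 100% = reporter-only cells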
# Target sequence (P24468 whole entry, looked up): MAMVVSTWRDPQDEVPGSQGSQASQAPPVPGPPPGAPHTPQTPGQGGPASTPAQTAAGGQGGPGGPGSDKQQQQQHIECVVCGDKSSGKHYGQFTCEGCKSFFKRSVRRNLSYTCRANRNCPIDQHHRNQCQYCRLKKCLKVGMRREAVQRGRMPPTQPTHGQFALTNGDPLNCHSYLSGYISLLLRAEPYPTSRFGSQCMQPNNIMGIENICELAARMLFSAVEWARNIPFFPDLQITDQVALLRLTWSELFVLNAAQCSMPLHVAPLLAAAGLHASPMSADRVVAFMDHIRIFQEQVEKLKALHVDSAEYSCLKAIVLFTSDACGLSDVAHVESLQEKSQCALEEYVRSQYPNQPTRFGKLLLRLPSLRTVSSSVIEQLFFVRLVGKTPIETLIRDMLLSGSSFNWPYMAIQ
# NCOA3 inh: inhibitors of human steroid receptor coactivator 3 (SRC3); HEK293 GAL4-SRC3 luciferase reporter, luminescence; 360,000 tested, 0.17% active; Q9Y6Q9; inhibition, % at 3.6 µM;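 active = inhibition above a per-campaign cutoff, the mean of all compounds plus 3 SD, cut at about 60% in these data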;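 note: 0% = DMSO-treated cells and 100% = gossypol-treated cells at 36 µM; higher means less SRC3-driven luciferase light from the GAL4 reporter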
# MC4R antag cAMP: antagonists of human melanocortin 4 receptor (MC4R); P32245; MC4R-expressing cells, MTII-stimulated cAMP, LANCE TR-FRET; inhibition, % at 6.5 µM; 360,000 tested, 0.48% active;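 active = inhibition above its plate's cutoff, the mean of tested wells on that plate plus 3 SD, cut at about 29% in these data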;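 note: 0% = Melanotan II alone and 100% = Melanotan II plus saturating MCL0020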
#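 Test system: U2OS cells stably expressing human melanocortin 4 receptor (MC4R); also added: Melanotan II challenge; compound: 6.5 µM single dose; timing: 30-min compound preincubation, 1-h Melanotan II challenge, 1-h detection, room temperature; signal: Eu-cAMP/anti-cAMP TR-FRET, emission 671 nm; repeats: one well per compound, no replicates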
# MC4R ag barr: human MC4R agonism via beta-arrestin; activation, % at 8.9 µM; AID 540308; P32245; 360,000 tested, 0.98% active; U2OS MC4R beta-arrestin complementation, luminescence; percent of melanotan II response, DMSO zero;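 active = activation above a per-plate cutoff, the mean activation of sample wells on that plate plus 3 SD, cut at about 8% in these data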
# TLR9-MyD88 inh: blocks human TLR9 binding to MyD88; CHO BLA complementation TLR9-MyD88, CCF4 FRET ratio; inhibition, % at 4.98 µM; 340,000 tested, 0.21% active;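 active = inhibition above the mean over all tested compounds plus 3 SD, cut at about 21% in these data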;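 note: 0% = DMSO only wells and 100% = clavulanate BLA inhibitor control wells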
# An asterisk follows results filed as active; x = not tested or not shown. A portion of the library; rates above refer to the full screens.
SMILES,NR5A2 inv ag,NOD2-RIPK2 inh,NCOA1 inh,ABHD5 PLIN5 PPI,SRC2 inh,LMP1 NFkB inh,COUP-TFII inh,NCOA3 inh,MC4R antag cAMP,MC4R ag barr,TLR9-MyD88 inh
Cc1ccc(C2CC(c3ccco3)=NN2S(C)(=O)=O)cc1 (configuration not stated),-13,6,-11,1,-27,-21,-22,-18,6,-2.3,2
O=C(CN(C1CCCCC1)S(=O)(=O)c1ccc(F)cc1)NC1CC1,-4,4,-11,-10,-7,3,-21,19,-7,-0.3,-4
O=C(O)C1C(c2ccccc2)C(C(=O)OCCCO)C1c1ccccc1 (configuration not stated),-7,-2,7,-1,6,5,2,3,-7,-2.7,-4
Nc1cc(C(=O)OCC(=O)NNC(=O)c2ccccc2F)ccc1Cl,0,-3,-4,-5,-11,4,4,-4,-1,-1.5,-6
CCn1cc(Br)c(C(=O)N(C)Cc2ccccc2)n1,-42,-11,4,1,-12,2,3,15,12,0.5,-8
CN(C)CCCN(C(=O)c1ccc(S(=O)(=O)N2CCc3ccccc32)cc1)c1nc2ccc(F)cc2s1,10,0,-6,12,-19,-10,-1,-10,10,-0.3,-4
COc1ccc(C(=O)NCc2ccc3c(c2)OCO3)c(OC)c1,3,-6,-7,4,-6,-2,8,-9,7,-1.0,7
CNC(=O)c1cc(S(=O)(=O)N2CC(C)OC(C)C2)ccc1N1CCOCC1 (configuration not stated),9,2,-14,-1,15,5,7,27,-1,-2.8,-4
COc1ccc(NS(=O)(=O)c2cccc(C(=O)NCC3(N4CCOCC4)CCCCC3)c2)cc1,-1,-1,-20,2,1,2,4,8,21,-0.9,-14
O=C(OCC(=O)N1CCCCCC1)c1ccc(Cl)nc1,13,-13,-13,2,-7,-1,3,-6,2,-0.5,11
N#Cc1c(NC(=O)c2cnn3cccnc23)sc2c1CCCC2,-27,-9,-15,3,-14,-20,-16,1,5,1.7,-3
Cc1cc(NC(=O)CCC(=O)N(c2ccc(F)cc2)C(C(=O)NC2CCCC2)c2ccccc2)no1 (configuration not stated),-12,-7,5,-3,7,-9,6,-24,6,-2.0,-1
CC(C)N(Cc1ccccc1)S(=O)(=O)N(C)C,2,-2,6,2,-4,7,-10,14,1,-1.9,2
CCOC(=O)C1(C)NC(c2ccco2)C2C(=O)N(CC)C(=O)C21 (configuration not stated),0,-4,-30,6,-18,-4,11,18,11,-0.5,-4
O=C(NCc1ccc(F)cc1)C1CCCN1C(=O)Nc1ccc(Cl)cc1 (configuration not stated),-21,-10,4,-2,-1,-1,-8,5,0,0.2,1
CNC(=O)c1cn(-c2ccccc2)c(=O)c2ccccc12,13,11,-2,2,20,-1,0,6,3,0.1,2
CSc1ncnc2c1ncn2CCCNCc1ccccn1,9,-10,-38,-2,4,-2,-11,-9,25,1.4,6
CN1CCN(CCOc2cccc(Cl)c2)CC1,-4,-6,-11,-3,-4,-2,12,-13,2,-1.4,0
O=C(Nc1cccnc1)c1ccc(S(=O)(=O)c2ccccc2)cc1,-4,1,4,5,-1,-10,11,13,10,-0.3,-3
O=[N+]([O-])c1cccc(/C([O-])=C(/C(=S)Nc2cccc3ccccc23)[n+]2ccccc2)c1,2,-10,-14,-6,-18,-1,18,-15,-3,-2.2,7
O=[N+]([O-])c1cccc(C=NNc2ccccc2)c1,-7,-8,-35,0,-41,-68,-11,-20,0,-0.8,-11
CC(=O)OC1(C(F)(F)F)Oc2ccccc2NC1=O (configuration not stated),5,-3,-10,3,-12,10,9,4,-3,-1.6,1
O=C(CSc1nnnn1-c1ccc(Cl)cc1)NNC(=O)c1ccc([N+](=O)[O-])cc1,15,-4,-34,4,23,1,1,10,4,-1.4,16
O=C(NC(=S)NCc1cccnc1)c1ccccc1,-3,-7,2,3,12,-18,-22,17,4,-2.3,-5
COc1ccc(NS(=O)(=O)c2ccc(NC(=O)c3ccc(N(C)S(C)(=O)=O)cc3)cc2)cc1,56,1,22,10,20,9,61*,26,3,0.5,-8
Cn1cc(CCC(=O)N2CCCC(C(=O)c3ccc(C(C)(C)C)cc3)C2)cn1 (configuration not stated),1,2,-3,4,20,3,2,-8,9,-2.9,-2
CC(=O)Nc1ccc(S(=O)(=O)NCC(=O)OC(C)c2ccccc2Cl)cc1 (configuration not stated),0,2,-23,5,-4,7,-6,15,21,-4.6,-9
NC(=O)CC(NC(=O)Cc1ccc(Br)cc1)c1ccc(NCCc2ccccc2F)c([N+](=O)[O-])c1 (configuration not stated),13,-10,6,-6,-1,-10,10,1,3,-1.4,1
COc1ccc(-c2nnc(SCc3ccccn3)n2C)cc1,-45,7,-65,-2,-53,-29,-18,-25,-3,0.7,-4
O=c1[nH][nH]c(=O)c2c(NS(=O)(=O)c3ccccc3)cccc12,-17,-8,-36,-2,-56,-29,-30,-25,6,-2.3,-1
COc1cccc(-c2nc(CS(=O)(=O)CC(=O)NC3CCC(C)CC3)c(C)o2)c1 (configuration not stated),18,-10,8,-1,-13,8,11,-1,4,1.4,1
CNC(=S)Nc1ccc(C)cc1,4,9,-19,-2,-5,-10,-29,-2,4,-1.6,5
Cc1cc(C(=O)N2CCCC(Nc3ccccc3)C2)c2ccc(F)cc2n1 (configuration not stated),15,5,-10,2,14,-2,-19,-14,1,-1.6,5
CSC(=S)N/N=C/c1c[nH]c2ccccc12,-7,4,-23,8,-63,-1,-3,-6,-4,-2.5,-9
CC(C)CCNC(=O)CN(Cc1ccc(F)cc1)C(=O)CCC(=O)Nc1ccccn1,-2,3,6,-4,7,-4,2,-8,0,0.2,-10
CC(=O)c1cccc(NC(=O)C2Cc3c(-c4ccccc4)ccnc3O2)c1 (configuration not stated),3,3,-1,-4,19,x,35,0,4,0.7,x
O=C(COC(=O)c1ccc(Br)o1)Nc1ncc([N+](=O)[O-])s1,-7,-2,-37,-21,2,2,2,-11,-3,-3.2,2
CC(C)=CC(=O)OCC(=O)Nc1ccc(Cl)cn1,-3,-9,-13,-3,-27,1,-4,1,2,-1.9,-3
O=C(NCCCN1CCOCC1)c1c(O)c2ccccc2[nH]c1=O,0,-5,11,-3,-21,1,7,-3,-3,-1.4,-1
CCOC(=O)C1CCCN(Cc2c(C(=O)N3CCCCC3)nc3c(C)cccn23)C1 (configuration not stated),13,-3,-5,0,3,-8,22,14,-3,-1.9,6
O=C(CN1C(=O)c2ccccc2C1=O)NCC(=O)OCC(=O)c1cccc([N+](=O)[O-])c1,-10,0,-15,-2,-9,-3,1,14,2,0.4,2
Cc1c(NC(=O)CN2C(=O)NC(C)(c3ccc4c(c3)OCCO4)C2=O)c(=O)n(-c2ccccc2)n1C (configuration not stated),9,5,6,2,-18,4,-1,5,28,-0.7,-8
N#C/C(=C\c1ccc2c(c1)OCO2)C(=O)NCc1ccco1,14,-10,-4,4,-21,-6,-11,15,-5,1.1,-5
O=c1nc2c(-c3ccccc3F)n[nH]n2c2ccccc12,-53,2,-63,-1,-37,-17,-35,-60,-40,-2.1,2
CC(=O)C1=C(C)NC2(O)c3ccccc3C(=O)C12O (configuration not stated),20,-4,-10,-49,31,0,-5,-10,24,-0.5,-10
Cn1c(OCc2ccc3c(c2)OCO3)nc2c1c(=O)n(Cc1cccc(Cl)c1)c(=O)n2C,-2,3,-8,-3,2,0,14,-2,19,0.1,-1
CCOc1ccc(NC(=O)CC2CC(C)(C)OC2=O)cc1 (configuration not stated),-17,-6,-14,4,-1,-8,-19,8,11,-1.1,12
COc1ccc(C(=O)CC2SC(N)=NC2=O)cc1 (configuration not stated),-25,-12,-17,-3,8,0,17,10,0,0.3,2
O=S(=O)(c1ccc(Cl)cc1)N1CCCC(C(F)(F)F)C1 (configuration not stated),9,-3,11,-5,-17,-6,26,10,2,-2.0,2
Cc1cccc(C(=O)NCC(=O)NC(C)c2ccc(-n3ccnc3)cc2)c1 (configuration not stated),12,-2,-28,0,15,-6,-1,-6,5,0.1,-3
COc1ccc(-n2ncc3c(NCc4ccc5c(c4)OCO5)ncnc32)cc1,-5,-7,-53,-1,-15,-14,-10,-72,5,0.6,-3
CCCOc1ccc(N2C(=O)CC(N3CCC(c4nncn4CC)CC3)C2=O)cc1 (configuration not stated),-9,2,-16,0,3,-3,-5,1,-3,-1.1,-7
C#CCOC(=O)/C(=C/c1ccc(F)cc1)NC(C)=O,8,-4,2,-2,6,-4,-4,16,-3,-3.4,5
COc1ccc(NC(=O)N2CCCC2C(=O)Nc2ccccc2)cc1 (configuration not stated),13,0,8,1,-29,0,-8,8,1,-1.2,0
CCN1CCN(c2ccc(S(=O)(=O)N3CCOCC3)cc2NC(=O)c2ccc(OCC(C)C)cc2)CC1,-1,-3,-5,3,19,-27,2,8,-1,0.0,2
COc1ccc(NC(=O)C2CCCN2C(=O)NCc2ccccc2)c(OC)c1 (configuration not stated),2,-1,-6,-1,-21,0,0,-9,-4,-2.2,-8
C=CCn1cc(/C=N/NC(=O)COc2cccc3cccnc23)c2ccccc21,4,-1,-23,0,0,7,-2,6,11,-0.3,5
Cc1c(N(C)S(=O)(=O)c2ccc(Cl)c(C(=O)NCC(C)(C)N3CCOCC3)c2)c(=O)n(-c2ccccc2)n1C,14,1,4,-8,16,-1,0,11,5,-1.1,-4
COC(=O)[C@H](Cc1ccccc1)NC(=O)N1CCCCC1,-4,7,16,0,-1,-3,-1,10,0,-1.9,8
CCc1ccc(C2C3=C(CC(C)(C)CC3=O)OC3=C2C(=O)CC(C)(C)C3)cc1,9,5,-3,3,-1,-1,0,10,2,-2.4,0
O=C(CCNC(=O)c1ccccc1Cl)OCC(=O)c1ccccc1,3,-3,7,-2,-16,-5,-2,16,6,-3.0,-4
O=C(Nc1ccc(S(=O)(=O)N2CCCC2)cc1)c1ccc2c(=O)n3c(nc2c1)CCCCC3,8,0,-22,5,-7,9,-13,27,14,-0.9,-5
O=[N+]([O-])c1cc(S(=O)(=O)CCCN2CCOCC2)ccc1F,-29,-1,-14,4,-6,1,0,8,25,-0.7,0

# Fetched by structure from above, 3 records:
SMILES,NR5A2 inv ag,NOD2-RIPK2 inh,NCOA1 inh,ABHD5 PLIN5 PPI,SRC2 inh,LMP1 NFkB inh,COUP-TFII inh,NCOA3 inh,MC4R antag cAMP,MC4R ag barr,TLR9-MyD88 inh
C#CCOC(=O)/C(=C/c1ccc(F)cc1)NC(C)=O,8,-4,2,-2,6,-4,-4,16,-3,-3.4,5
Cc1cccc(C(=O)NCC(=O)NC(C)c2ccc(-n3ccnc3)cc2)c1 (configuration not stated),12,-2,-28,0,15,-6,-1,-6,5,0.1,-3
C=CCn1cc(/C=N/NC(=O)COc2cccc3cccnc23)c2ccccc21,4,-1,-23,0,0,7,-2,6,11,-0.3,5

# Screens: PubChem, several laboratories
